From PubChem BioAssay
RPL19A-GFP yeast = yeast TOR pathway RPL19A-GFP modulation; S. cerevisiae RPL19A-GFP strain, flow cytometry, 3 h; hits give low values; actives 0.3% (n = 330,000); percent response vs DMSO, % at 10 µM;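 active = percent response vs DMSO below 50%; inconclusive = fewer than 70 events counted for the yeast strain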;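 also: median channel GFP fluorescence of the barcoded RPL19A-GFP strain; ratio of sample median GFP to plate DMSO average so 100% = DMSO; lower means less RPL19A-GFP as with rapamycin TOR inhibition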
VLA-4 inh = inhibition in a human VLA-4 binding assay | VLA-4 expressing cells, ligand binding flow cytometry | inhibition, % (about 7 µM as worked out from the volumes in the protocol) | actives 0.2% (n = 330,000) | AID 2557; in the data active = inhibition above about 50%
Target sequence (P13612 whole entry, looked up): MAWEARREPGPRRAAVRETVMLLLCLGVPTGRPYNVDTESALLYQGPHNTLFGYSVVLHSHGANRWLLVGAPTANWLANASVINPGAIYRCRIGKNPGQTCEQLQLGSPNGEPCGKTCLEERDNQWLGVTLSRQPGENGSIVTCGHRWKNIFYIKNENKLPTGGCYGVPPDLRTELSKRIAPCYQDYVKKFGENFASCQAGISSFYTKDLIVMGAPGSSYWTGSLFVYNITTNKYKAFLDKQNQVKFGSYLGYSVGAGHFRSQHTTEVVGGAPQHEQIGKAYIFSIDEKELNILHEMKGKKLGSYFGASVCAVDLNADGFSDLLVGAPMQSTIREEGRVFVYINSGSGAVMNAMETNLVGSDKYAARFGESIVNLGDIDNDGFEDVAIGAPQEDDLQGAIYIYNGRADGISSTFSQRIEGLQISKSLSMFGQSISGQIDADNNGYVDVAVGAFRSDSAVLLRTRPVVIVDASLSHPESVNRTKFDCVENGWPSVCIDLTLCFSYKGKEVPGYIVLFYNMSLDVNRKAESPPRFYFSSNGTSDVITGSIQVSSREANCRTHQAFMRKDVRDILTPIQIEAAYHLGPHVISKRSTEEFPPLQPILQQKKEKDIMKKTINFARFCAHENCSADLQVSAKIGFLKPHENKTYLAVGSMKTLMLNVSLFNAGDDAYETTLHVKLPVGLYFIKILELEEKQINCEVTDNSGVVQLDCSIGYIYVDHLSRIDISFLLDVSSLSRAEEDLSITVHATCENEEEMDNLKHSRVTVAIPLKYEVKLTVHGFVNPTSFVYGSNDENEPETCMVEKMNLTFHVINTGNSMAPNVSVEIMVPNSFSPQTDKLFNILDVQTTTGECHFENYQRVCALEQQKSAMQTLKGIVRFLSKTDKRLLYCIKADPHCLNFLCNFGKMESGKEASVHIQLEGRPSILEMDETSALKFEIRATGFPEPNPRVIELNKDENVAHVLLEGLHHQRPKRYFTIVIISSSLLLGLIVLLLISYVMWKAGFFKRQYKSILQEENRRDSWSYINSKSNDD
LAP4-GFP MLPCN = alters LAP4-GFP fluorescence in TOR pathway yeast screen; S. cerevisiae LAP4-GFP multiplex, flow cytometry GFP, 3 h; median GFP as percent of DMSO wells; GFP response vs DMSO, % at 10 µM; actives 0.34% (n = 320,000);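 active = GFP response vs DMSO above a set limit, about the screen mean plus 3 SD, cut at about 150% in these data; inconclusive = under 70 cell events counted for the yeast strain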
CR mimetic SO = lowers age-related superoxide in aged yeast cells | superoxide response (% of plate mean), % at 10 µM | actives 0.18% (n = 330,000) | S. cerevisiae aged cells, superoxide DHE fluorescence; hits give low values | AID 2690;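 active = superoxide response under a set limit, about three screen SD below normal, cut at about 65% in these data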;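 also: yeast aged for seven days with compound at 30 °C before DHE staining; 100% = average MFI of all compound-treated wells on the plate with controls excluded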
MEP2 TOR yeast = alters MEP2-GFP fluorescence in TOR pathway yeast screen; AID 2016; GFP response vs DMSO, % at 10 µM; actives 0.51% (n = 330,000); S. cerevisiae MEP2-GFP strain, flow cytometry GFP, 3 h; 100% = DMSO control level;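 active = GFP response versus DMSO above a set limit, roughly screen mean plus 3 SD, cut at about 180% in these data; inconclusive = fewer than 70 cells counted for a yeast strain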;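 also: median GFP fluorescence of the barcode-gated MEP2-GFP cells per well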
GRK2 aptamer HTS = human GRK2 inhibition via aptamer displacement. P25098. bead flow cytometry, FAM-aptamer displacement from GRK2. inhibition of aptamer binding, % at 10 µM. actives 0.59% (n = 330,000);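 active = inhibition of aptamer binding above 40%, roughly 3 SD of noise, on plates passing a quality check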;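 also: median bead fluorescence of bound FAM aptamer so fluorescent compounds give negative values; no value below 0 was filed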
AGP1-GFP MLPCN = alters AGP1-GFP fluorescence in TOR pathway yeast screen. S. cerevisiae AGP1-GFP multiplex flow cytometry, 3 h; GFP as percent of DMSO wells. GFP response vs DMSO, % at 10 µM. actives 0.02% (n = 320,000);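 active = GFP response relative to DMSO above a set limit, near screen average plus 3 SD, cut at about 150% in these data; inconclusive = fewer than 70 cells counted for the yeast strain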;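 also: median GFP channel fluorescence of the gated AGP1 strain per well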
CIT2-GFP yeast = modulators of TOR pathway CIT2-GFP in S. cerevisiae | S. cerevisiae CIT2-GFP strain, flow cytometry, 3 h; 100 means same as DMSO wells | GFP response vs DMSO, % at 10 µM | actives 0.065% (n = 320,000) | AID 2029;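 active = GFP response relative to DMSO above a set limit, near the screen mean plus 3 SD, cut at about 150% in these data; inconclusive = Fewer than 70 cells measured for a yeast strain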;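 also: ratio of well median GFP fluorescence to mean of DMSO wells on the plate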
Numbers without * were called inactive; ? = inconclusive; nt = not tested or not shown; [ ] = remark or other dose.

SMILES	RPL19A-GFP yeast	VLA-4 inh	LAP4-GFP MLPCN	CR mimetic SO	MEP2 TOR yeast	GRK2 aptamer HTS	AGP1-GFP MLPCN	CIT2-GFP yeast
O=C(COC(=O)c1nc(-c2ccccc2)n(-c2cccc(C(F)(F)F)c2)n1)NCc1cccs1	103	21	96	89	103	0	96	96
O=C(NCc1ccc2c(c1)OCO2)C1CCCN1C(=O)Nc1ccccc1 (stereo unspecified)	94	-6	92	97	98	0	83	102
COC(=O)c1ccc(CNC(=O)c2cc(COc3cncc(Cl)c3)on2)cc1	110	13	108	96	100	0	107	108
COc1ccc(NC(=O)Nc2c[nH]c(=O)[nH]c2=O)cc1	100	0	93	102	93	30	92	98
C/C(=N\NC(=O)c1c(Cl)cnn1C)c1ccc(NC(=O)c2ccc(Br)o2)cc1	108	9	84	97	99	0	91	98
COc1cc(OC)c(OC)cc1CN1CCN(S(=O)(=O)c2ccc(NC(C)=O)cc2)CC1	97	1	109	113	98	0	107	110
CS(=O)(=O)N(CC(=O)N1CCCC1)c1ccccc1F	95	-4	93	100	85	3	96	97
O=C(Nc1ccc(N2CCOCC2)cc1)C1CC(O)CN1S(=O)(=O)c1ccc(Cl)cc1 (stereo unspecified)	100	3	90	99	97	5	94	95
CC(C)C(=O)Nc1ccc2c(c1)Cc1cc(NC(=O)C(C)C)ccc1-2	105	-4	104	100	116	0	103	107
Cn1ncc(Br)c1C(=O)NC1C2CC3CC(C2)CC1C3 (stereo unspecified)	99	15	85	87	88	0	91	86
Cc1cc(NC(=O)COc2ccccc2C)no1	103	-6	98	88	105	2	104	100
CC1CN(CC(=O)NC(C)c2ccccc2)CC(C)O1 (stereo unspecified)	102	-7	97	102	96	1	100	93
COC(=O)CC1C(=O)NCCN1C(=S)NC(=O)C(c1ccccc1)c1ccccc1 (stereo unspecified)	?	0	88[may fluoresce red]	107	107[may fluoresce red]	1	92[may fluoresce red]	89[may fluoresce red]
CC1(C)CC(=O)c2cc(C(=O)NC3CCSC3=O)c(=O)n(-c3ccccc3)c2C1 (stereo unspecified)	99	2	93	100	101	0	102	101
CCNC(=O)c1ccccc1-c1nc(-c2ccccc2OC)no1	99	1	107	105	97	nt	104	102
C[C@H](NC(=O)c1ccccc1)C(=O)N1CCN(c2ccccc2)CC1	108	1	94	87	107	0	104	107
O=C(NCCCN1CCOCC1)C1Nc2ccc(OC(F)(F)F)cc2C2C=CCC12 (stereo unspecified)	95	12	104	104	95	0	92	104
Oc1c(C(c2cccs2)N2CCOCC2)sc2ncnn12 (stereo unspecified)	99	-23	101	80	99	4	110	112
COc1ccc(CNC(=O)CS(=O)(=O)Cc2nc(-c3ccc(OC)cc3)oc2C)cc1	104	4	95	82	104	1	102	108
COC(=O)COc1ccc(C2Nc3c(Cl)ccc(C(=O)O)c3C3C=CCC32)cc1 (stereo unspecified)	102	1	101	96	97	13	102	104
COc1ccccc1N(CC(=O)N1CCN(c2ccccc2)CC1)S(=O)(=O)c1ccc(C)cc1	91	-8	86	94	98	2	88	96
CCOC(=O)C(NCCc1ccc(F)cc1)(NC(=O)CC)C(F)(F)F (stereo unspecified)	103	4	110	106	101	0	105	96
O=C(CC1SC(=O)N(c2ccccc2)C1=O)Nc1cccc2ccccc12 (stereo unspecified)	98	15	117	116	104	2	100	92
COc1cc2c(cc1OC)C(c1ccccc1F)NCC2 (stereo unspecified)	104	5	97	97	106	1	99	102
COc1cccc(C(=O)NCCS(=O)(=O)N2CCC(C)CC2)c1	96	4	102	100	97	0	103	109

Look-ups from the results shown.
COC(=O)c1ccc(CNC(=O)c2cc(COc3cncc(Cl)c3)on2)cc1 in RPL19A-GFP yeast has 110
COc1ccc(CNC(=O)CS(=O)(=O)Cc2nc(-c3ccc(OC)cc3)oc2C)cc1 in VLA-4 inh has 4

The results go on:
SMILES	RPL19A-GFP yeast	VLA-4 inh	LAP4-GFP MLPCN	CR mimetic SO	MEP2 TOR yeast	GRK2 aptamer HTS	AGP1-GFP MLPCN	CIT2-GFP yeast
COc1ccc(OC)c(/C=N/NC(=O)CCc2ccc(O)c(O)c2)c1	103	nt	91	86	99	3	100	97
Oc1ccc(-c2nc3ccc4ccccc4c3c3c2CCC3)cc1O	98	3	107	73	96	2	98	91
C#CC(C)OC(=O)C(C)NC(=O)c1ccccc1 (stereo unspecified)	97	-4	131	105	97	1	92	121
Cc1ccc(S(=O)(=O)N2CCCC2)cc1C(=O)N1CCN(Cc2ccccc2)CC1	92	9	88	104	101	0	90	94
O=C(NCC(F)(F)F)Nc1nnc(C(F)(F)F)s1	91	3	92	100	91	1	92	97
CC(C)C1CC(C(=O)Nc2ccccc2)C(=O)O1 (stereo unspecified)	95	6	106	105	101	1	102	98
CC(=O)c1cccc(OCc2cc(C(=O)NC3CCN(Cc4ccccc4)CC3)no2)c1	102	9	92	79	105	3	97	97
Cc1c(NC(=O)c2cnn3c(C(F)(F)F)cc(-c4ccco4)nc23)c(=O)n(-c2ccccc2)n1C	101	-1	107	94	102	3	103	99
CCSc1nc2sc3c(c2c(=O)n1-c1ccccc1)CCN(C(C)C)C3	99	-1	88	99	103	0	88	89
COc1ccc(Nc2c([N+](=O)[O-])ccc3c2=NC2(CCCCC2)N=3)cc1	98	-59	107	94	107	0	96	99
CCC1CCCN1Cn1cnc2c([nH]c3ccc(Cl)cc32)c1=O (stereo unspecified)	98	-10	102	96	102	0	106	95
O=C(COc1ccc2ccccc2c1)N1c2ccccc2Sc2ccccc21	97	9	107	124	102	4	98	93
Cc1ccc(N2C(=O)CC(Sc3nc4ccccc4o3)C2=O)cc1Cl (stereo unspecified)	96	31	99	99	93	0	94	85
COc1cccc(/C=N/Nc2ccc(S(=O)(=O)O)cc2)c1O	100	2	107	132	102	0	102	101
CCCCCC(=O)OCCc1c(C)nc2nc[nH]n2c1=O	102	7	98	97	102	0	103	104
O=C(NCC1CCCO1)c1ccc2c(=O)n(CC3CCCO3)c(=S)[nH]c2c1 (stereo unspecified)	100	10	100	87	102	0	102	99
O=C(c1ccc([N+](=O)[O-])cc1)N1CCN(Cc2ccccc2)CC1	104	6	104	108	105	0	98	94
CCN(CC)C(=O)CSc1nc(Cc2ccccc2)nc2ccccc12	100	-4	96	102	99	2	100	99
CCc1cccc(C)c1NC(=O)COC(=O)C(NS(=O)(=O)c1ccc(Cl)cc1)C(C)O (stereo unspecified)	97	-5	85	106	88	0	95	93
CC(C)NC(=O)NC(=O)CSc1ncc(C(F)(F)F)cc1Cl	97	0	98	89	103	0	104	100
CSc1ccc(CN2CCCC(CNC(=O)c3ccc(F)cc3)C2)cc1 (stereo unspecified)	96	-1	115	100	130	3	102	106
CCCCn1c(N)c(N(CCC(C)C)C(=O)COC(=O)c2cccnc2Cl)c(=O)[nH]c1=O	99	3	101	104	95	0	97	94
O=C(C[n+]1ccc2ccccc2c1)c1ccccc1	98	-5	114	106	99	0	106	101
CCOC(=O)c1c(NC(=O)COC(=O)c2nc(Cl)ccc2Cl)sc(C(=O)N(C)C)c1C	92	-2	96	83	93	0	97	92
Cn1nc([N+](=O)[O-])nc1Sc1cccc2cccnc12	91	9	113	111	99	4	90	85
SMILES	RPL19A-GFP yeast	VLA-4 inh	LAP4-GFP MLPCN	CR mimetic SO	MEP2 TOR yeast	GRK2 aptamer HTS	AGP1-GFP MLPCN	CIT2-GFP yeast
CCn1c(NCc2cccc(OC)c2OC)nc2ccccc21	95	-9	91	99	96	1	98	88
C/C(=N\Nc1nc2ccccc2[nH]1)c1cc2ccccc2o1	102	15	102	91	118	0	96	96
Cc1ccc2cc(CN(CC3CCCO3)C(=S)NCc3ccco3)c(=O)[nH]c2c1 (stereo unspecified)	94	-5	105	105	97	3	97	103
Cc1cc(NC(=O)c2cccs2)cc(-c2nc3ncccc3o2)c1O	94	-15	76	101	111	6	98	112
CCOC(=O)c1cc2c(C(F)(F)F)cc(-c3cccnc3)nc2o1	89	-4	95	100	92	3	91	95
COc1ccc(S(=O)(=O)NCCCN2CCOCC2)cc1F	104	-3	103	98	102	0	104	103
COC(=O)Cc1c(C)c2ccc(OCC(=O)N(C)C3CCS(=O)(=O)C3)cc2oc1=O (stereo unspecified)	103	16	95	75	95	0	98	95
CNC(=O)c1nnn(Cc2ccccc2)c1NC(=O)C(F)(F)F	91	5	nt	102	84	2	87	84
Cc1ccc2c(c1)C1CN(C)CCC1N2C(=O)COc1ccc(N(C)S(=O)(=O)c2cccs2)cc1 (stereo unspecified)	96	-7	102	143	99	0	98	106
CC(=O)Cc1nsc(NC(=O)c2cccs2)n1	90	5	85	100	88	32	94	99
O=C(c1noc2c1CSc1ccccc1-2)N1CCN(c2ccc(Cl)cc2)CC1	100	-1	93	78	99	0	94	95
CCCCn1c(N)c(N(CCC(C)C)C(=O)CCN2C(=O)C3CC=CCC3C2=O)c(=O)[nH]c1=O (stereo unspecified)	104	13	120	102	107	0	126	102
CCc1cc(C(=O)N2CCN(c3ccccn3)CC2)sc1C	100	-6	89	91	101	0	90	92
COC(=O)Cn1c2ccc(F)cc2c2nc(C)sc21	99	-60	99	81	104	0	101	109
CO/N=C/C(=N\Nc1cc(OC)cc(OC)c1)C(=O)c1ccccc1	98	12	93	109	103	2	103	91
COc1cc(C(=O)NC(=S)Nc2csc(-c3ccc(F)cc3)n2)cc(OC)c1OC	104	7	93	115	108	0	101	109
COc1cc(CNCc2ccccc2Cl)ccc1OCC(=O)NC1CCCCC1	98	1	87	114	97	0	93	95
O=C(c1cccs1)N(Cc1ccco1)C1CCS(=O)(=O)C1 (stereo unspecified)	93	-3	108	103	97	0	102	95
CCCCOc1ccc(C(=O)NCCC(=O)NCCCC(=O)OCC)cc1	96	4	115	106	99	2	105	104
CCOc1ccc(Br)cc1S(=O)(=O)NC(=O)c1ccccc1	97	-4	91	85	109	4	98	94
CCOC(=O)N1CCN(CC(=O)Nc2nnc(C(F)(F)F)s2)CC1	101	13	90	99	104	3	99	97
COc1ccccc1CNS(=O)(=O)c1cc(C(=O)NCC2CCCO2)c(Cl)cc1Cl (stereo unspecified)	101	7	103	108	105	1	108	112
Cn1c(=O)n(C)c2cc(NC(=O)COc3ccc(F)cc3F)ccc21	100	8	93	109	101	3	94	96
OC(CNCc1ccc2c(c1)OCO2)COc1ccccc1 (stereo unspecified)	101	-1	96	106	106	0	94	93
CCCCCCSc1cccc(-c2nc3ccc(C)cn3c2NCc2ccccc2)c1	97	27	104	91	99	3	93	95
SMILES	RPL19A-GFP yeast	VLA-4 inh	LAP4-GFP MLPCN	CR mimetic SO	MEP2 TOR yeast	GRK2 aptamer HTS	AGP1-GFP MLPCN	CIT2-GFP yeast
COc1ccc(C)cc1NC(=O)CNC(c1ccccc1)c1ccc(C)cc1 (stereo unspecified)	99	-2	85	119	98	1	94	91
Clc1ccc(CN2CC[C@H]3C=CCc4cccc(c43)C2)cc1	91	-7	106	88	94	0	97	105
COc1ccccc1CN(C)CC(=O)NC(=O)NC1CCCCC1	95	11	122	93	99	3	101	106
Cc1ccc(C(=O)Nc2ccccc2C(=O)NC(Cc2ccccc2)C(=O)O)cc1 (stereo unspecified)	99	-2	97	99	104	1	103	100
Cc1cc(C)n2nc(C(=O)OCC(=O)N(C)Cc3ccccc3)nc2n1	90	-1	95	101	96	0	88	84
COc1ccccc1N1CCN(c2nc(C)cc(C)c2C#N)CC1	105	-2	100	99	111	0	102	103
Nc1ccc(-c2n[nH]c(=O)c3ccccc23)cc1N	105	-7	105	85	104	0	108	110
